# Bioassay records from PubChem.
# Bim-Bcl-B: inhibitors of Bim-Bcl-B interaction, human | bead-based flow cytometry, Bim peptide-Bcl-B binding | inhibition, % at 10 µM | hit rate 0.073% among 190,000 | AID 951;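 note: 0% = tracer peptide without compound and 100% = reference inhibitor peptide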
# Rac1 wt modul: alters GTP binding to wildtype human Rac1; P63000; GST-Rac1 beads, fluorescent GTP binding, flow cytometry; actives lie on both sides; 0 = cold GTP competed, 100 = untreated; GTP binding activity (% of control), % at 10 µM; hit rate 0.27% among 190,000;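 active = GTP binding activity at least 20 points away from the 100% control level, either lower or higher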
# Rab7 wt GTP bind: modulators of GTP binding to dog Rab7 wildtype GTPase. GST-Rab7 beads, fluorescent GTP binding, flow cytometry; actives lie on both sides; untreated = 100%, excess cold GTP = 0%. GTP binding activity (percent of control), % at 10 µM. hit rate 0.055% among 190,000;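 active = fluorescent GTP binding to Rab7 beads changed by at least 20 points from the 100% baseline, either direction, mostly lower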;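 note: median green fluorescence of bound Bodipy-FL-GTP per Rab7 bead population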
# Rac1 mut GTP: human Rac1 activated mutant GTP binding change | P63000 | GST-Rac1 activated beads, fluorescent GTP binding, flow cytometry; actives lie on both sides; 100% means binding = to untreated wells | percent activity (GTP binding), % at 10 µM | hit rate 0.11% among 190,000 | AID 764;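 active = GTP binding at least 20 percentage points away from the 100% baseline, in either direction, so actives lie on both sides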
# Bim-Bcl-W: human Bim-Bcl-W interaction inhibition; Q92843; bead-based flow cytometry, Bim peptide-Bcl-W binding; inhibition, % at 10 µM; hit rate 0.02% among 190,000;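 note: 0% = bound tracer without compound and 100% = peptide blocker; higher means less fluorescent Bim peptide bound to Bcl-W beads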
# Target sequence (Q92843 whole entry, looked up): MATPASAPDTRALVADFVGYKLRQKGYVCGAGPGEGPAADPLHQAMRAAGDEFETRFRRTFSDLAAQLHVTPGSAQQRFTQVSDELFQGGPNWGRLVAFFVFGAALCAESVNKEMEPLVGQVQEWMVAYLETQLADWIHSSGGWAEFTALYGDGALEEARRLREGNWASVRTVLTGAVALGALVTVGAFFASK
# Bcl-2 Bim block: disrupts Bim peptide binding to human Bcl-2 | P10415 | AID 950 | hit rate 0.06% among 190,000 | inhibition, % at 10 µM | Bead-based flow cytometry, Bim peptide-Bcl-2 binding; in the data active = inhibition above about 40%;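 note: 0% = no compound wells with probe peptide and 100% = reference peptide inhibitor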
# Cdc42 wt GTP: changes GTP binding to wildtype human Cdc42. hit rate 0.2% among 190,000. percent activity (GTP binding), % at 10 µM. P60953. GST-Cdc42 beads, Bodipy-GTP binding, flow cytometry; actives lie on both sides. AID 761;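 active = percent activity GTP binding at least 20 points away from the 100% baseline, either down as inhibitor or up as activator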;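 note: median bead fluorescence of bound Bodipy-FL-GTP at 100 nM; 0% = excess unlabeled GTP control and 100% = no compound control; below 100% means less GTP binding so inhibitor and above means activator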
# Target sequence (P60953 whole entry, looked up): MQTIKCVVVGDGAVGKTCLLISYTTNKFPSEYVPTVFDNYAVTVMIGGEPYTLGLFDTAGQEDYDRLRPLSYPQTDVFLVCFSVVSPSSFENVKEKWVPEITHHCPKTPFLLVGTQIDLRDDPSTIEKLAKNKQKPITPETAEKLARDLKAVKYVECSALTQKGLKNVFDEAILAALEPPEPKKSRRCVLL
# HRas wt GTP: human HRas wildtype GTP binding, change in either direction | GTP binding activity, % at 10 µM | P01112 | hit rate 0.14% among 190,000 | AID 759 | GST-Ras wt beads, Bodipy-FL-GTP binding, flow cytometry; actives lie on both sides;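 active = GTP binding activity at least 20% away from the 100% baseline, either lowered as inhibitor or raised as activator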;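 note: 0% = unlabeled GTP competition control and 100% = no-compound control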
# Bim-Bcl-XL: human Bim-Bcl-XL interaction inhibition; inhibition, % at 10 µM; hit rate 0.04% among 190,000; AID 1007; Bim peptide-Bcl-XL binding, bead flow cytometry, fluorescence
# Target sequence (Q07817 whole entry, looked up): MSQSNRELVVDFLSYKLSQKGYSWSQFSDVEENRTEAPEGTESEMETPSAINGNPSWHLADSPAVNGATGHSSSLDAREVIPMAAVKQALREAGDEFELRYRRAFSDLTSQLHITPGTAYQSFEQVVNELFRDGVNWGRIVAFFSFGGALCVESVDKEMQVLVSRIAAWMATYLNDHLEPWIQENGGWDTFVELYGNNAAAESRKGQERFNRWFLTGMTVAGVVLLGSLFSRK
# Rab2 wt GTP: changes GTP binding to wildtype dog Rab2A, up or down. P61105. GST-Rab2 wt beads, Bodipy-GTP binding, flow cytometry. GTP binding activity, % at 10 µM. hit rate 0.19% among 190,000;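 active = GTP binding activity at least 20 points away from 100%, either lowered or raised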;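 note: 0% = beads with excess unlabeled GTP and 100% = no-compound control corrected for plate trend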
# Bfl-1 Bim block: disrupts Bim binding to human Bfl-1 | AID 1008 | Q16548 | hit rate 0.12% among 190,000 | inhibition, % at 10 µM | Bead-based flow cytometry, Bim-Bfl-1 binding inhibition;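 note: 0% = wells without compound plus tracer and 100% = blocker peptide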
# An asterisk follows results filed as active. Cut-off read from the data, not from the text of the source, unless noted: active = inhibition above about 40%.
SMILES,Bim-Bcl-B,Rac1 wt modul,Rab7 wt GTP bind,Rac1 mut GTP,Bim-Bcl-W,Bcl-2 Bim block,Cdc42 wt GTP,HRas wt GTP,Bim-Bcl-XL,Rab2 wt GTP,Bfl-1 Bim block
O=C1[C@@H]2[C@H](C(=O)N1n1cnnc1)[C@H]1C=C[C@@H]2C1,0.0,98.0,98.0,94.0,-9.0,0.0,98.0,97.0,-5.0,95.0,7.0
Cc1cc(C)nc(NS(=O)(=O)c2ccc(NC(=S)NC(=O)C(C)(C)C)cc2)n1,-4.0,103.0,98.0,99.0,1.0,-8.0,99.0,100.0,0.0,100.0,-9.0
Cc1cccc(NC(=O)c2nc[nH]c2C(=O)Nc2cccc(C)c2)c1,-10.0,104.0,104.0,96.0,-3.0,-6.0,100.0,99.0,-9.0,101.0,-6.0
CCCOC(=O)c1ccc(NC(=O)CCC(=O)OCC)cc1,-4.0,95.0,93.0,95.0,1.0,-7.0,96.0,96.0,2.0,94.0,-10.0
COc1ccc(C2C(C(=O)OC(C)C)=C(C)N=c3s/c(=C\c4cccs4)c(=O)n32)cc1 (stereo not given),-5.0,99.0,103.0,99.0,0.0,0.0,105.0,103.0,1.0,104.0,0.0
O=S(=O)(c1ccccc1)N1CCN=C1SCc1cccc(Cl)c1,-10.0,106.0,97.0,97.0,-5.0,0.0,103.0,100.0,-6.0,99.0,-3.0
O=C(Nc1ccc(Cl)c(C(F)(F)F)c1)c1ccncc1,-4.0,106.0,98.0,98.0,0.0,-2.0,100.0,96.0,1.0,100.0,-4.0
Cc1nn(-c2ccccc2)c(N)c1C1(O)C(=O)N(C(C)C)c2ccccc21 (stereo not given),-7.0,99.0,101.0,101.0,-4.0,-6.0,100.0,100.0,-7.0,102.0,-10.0
Cc1c(C(=O)c2ccc(N(C)C)cc2)c2ccccn2c1CCC#N,-3.0,98.0,100.0,97.0,-1.0,-2.0,99.0,98.0,0.0,98.0,-1.0
COc1ccc(N2C(=O)CN=C2Nc2cccc(C)c2C)cc1OC,-1.0,105.0,101.0,99.0,0.0,0.0,99.0,100.0,0.0,100.0,-1.0
CC(=O)Nc1ccc(NC(=O)CN(C)S(=O)(=O)c2ccc3nc(C)sc3c2)cc1,-7.0,91.0,92.0,91.0,-8.0,-1.0,94.0,92.0,-12.0,93.0,0.0
CCN(CC)C(=O)CSc1nnc(-c2ccc(F)cc2)n1N,0.0,98.0,99.0,99.0,0.0,0.0,102.0,102.0,0.0,100.0,0.0
CCOC(=O)C1CCN(Cc2ccc(F)cc2F)CC1,-3.0,101.0,95.0,98.0,5.0,-3.0,103.0,99.0,0.0,96.0,-9.0
COc1ccc(-c2noc(CSc3nc(-c4ccccc4)cc(=O)[nH]3)n2)cc1,-1.0,105.0,92.0,96.0,0.0,-4.0,100.0,96.0,0.0,95.0,-2.0
CC1(c2ccco2)NC(=O)NC1=O (stereo not given),-7.0,107.0,100.0,100.0,-5.0,-4.0,104.0,102.0,-7.0,103.0,-24.0
Cc1nc2ccccc2n1/N=C/c1cccnc1,-1.0,105.0,96.0,101.0,1.0,3.0,102.0,103.0,-2.0,99.0,0.0
CC(=O)Nc1ccc(OCC(=O)N2CCC(Cc3ccccc3)CC2)cc1,1.0,104.0,108.0,101.0,4.0,0.0,105.0,100.0,-1.0,102.0,-1.0
CCOC(=O)c1cnc2c(C(=O)OC)cccc2c1NCc1cccnc1,-4.0,105.0,99.0,96.0,-5.0,0.0,97.0,97.0,-3.0,99.0,-4.0
Cc1c(Cl)cn2c(=O)cc(CN(C)Cc3nc4ccccc4c(=O)[nH]3)nc2c1Cl,-4.0,106.0,98.0,103.0,-9.0,-3.0,96.0,99.0,-7.0,95.0,-3.0
O=C(c1ccccc1)N1CCN(C(=O)c2ccccc2)C1c1ccccc1,-4.0,101.0,101.0,99.0,3.0,-8.0,100.0,101.0,-13.0,100.0,-13.0

# Compounds listed so far containing a halogen:
SMILES,Bim-Bcl-B,Rac1 wt modul,Rab7 wt GTP bind,Rac1 mut GTP,Bim-Bcl-W,Bcl-2 Bim block,Cdc42 wt GTP,HRas wt GTP,Bim-Bcl-XL,Rab2 wt GTP,Bfl-1 Bim block
O=S(=O)(c1ccccc1)N1CCN=C1SCc1cccc(Cl)c1,-10.0,106.0,97.0,97.0,-5.0,0.0,103.0,100.0,-6.0,99.0,-3.0
O=C(Nc1ccc(Cl)c(C(F)(F)F)c1)c1ccncc1,-4.0,106.0,98.0,98.0,0.0,-2.0,100.0,96.0,1.0,100.0,-4.0
CCN(CC)C(=O)CSc1nnc(-c2ccc(F)cc2)n1N,0.0,98.0,99.0,99.0,0.0,0.0,102.0,102.0,0.0,100.0,0.0
CCOC(=O)C1CCN(Cc2ccc(F)cc2F)CC1,-3.0,101.0,95.0,98.0,5.0,-3.0,103.0,99.0,0.0,96.0,-9.0
Cc1c(Cl)cn2c(=O)cc(CN(C)Cc3nc4ccccc4c(=O)[nH]3)nc2c1Cl,-4.0,106.0,98.0,103.0,-9.0,-3.0,96.0,99.0,-7.0,95.0,-3.0

# 3 compounds out of the list, ordered by count of non-hydrogen atoms, low to high:
SMILES,Bim-Bcl-B,Rac1 wt modul,Rab7 wt GTP bind,Rac1 mut GTP,Bim-Bcl-W,Bcl-2 Bim block,Cdc42 wt GTP,HRas wt GTP,Bim-Bcl-XL,Rab2 wt GTP,Bfl-1 Bim block
CC1(c2ccco2)NC(=O)NC1=O (stereo not given),-7.0,107.0,100.0,100.0,-5.0,-4.0,104.0,102.0,-7.0,103.0,-24.0
CCOC(=O)c1cnc2c(C(=O)OC)cccc2c1NCc1cccnc1,-4.0,105.0,99.0,96.0,-5.0,0.0,97.0,97.0,-3.0,99.0,-4.0
Cc1c(Cl)cn2c(=O)cc(CN(C)Cc3nc4ccccc4c(=O)[nH]3)nc2c1Cl,-4.0,106.0,98.0,103.0,-9.0,-3.0,96.0,99.0,-7.0,95.0,-3.0
